Screening data from PubChem BioAssay.
TEAD-YAP inh = TEAD-YAP interaction inhibition; 1.4% of 640,000 active; HEK-TIYL cells, TEAD-Gal4/YAP UAS-luciferase luminescence; inhibition, % at 9.12 µM; in the data active = inhibition above about 32%;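 also: 0% = median of test compound wells and 100% = reference inhibitor wells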
GPR151 activ = activates the human receptor GPR151 | Q8TDV0 | PathHunter beta-arrestin GPR151 cells, luminescence | activation, % at 11.2 µM | 1% of 650,000 active | AID 1508602; in the data active = activation above about 4.9%;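 also: 0% = median of compound wells and 100% = cells with positive control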
Target sequence (Q8TDV0 whole entry, looked up): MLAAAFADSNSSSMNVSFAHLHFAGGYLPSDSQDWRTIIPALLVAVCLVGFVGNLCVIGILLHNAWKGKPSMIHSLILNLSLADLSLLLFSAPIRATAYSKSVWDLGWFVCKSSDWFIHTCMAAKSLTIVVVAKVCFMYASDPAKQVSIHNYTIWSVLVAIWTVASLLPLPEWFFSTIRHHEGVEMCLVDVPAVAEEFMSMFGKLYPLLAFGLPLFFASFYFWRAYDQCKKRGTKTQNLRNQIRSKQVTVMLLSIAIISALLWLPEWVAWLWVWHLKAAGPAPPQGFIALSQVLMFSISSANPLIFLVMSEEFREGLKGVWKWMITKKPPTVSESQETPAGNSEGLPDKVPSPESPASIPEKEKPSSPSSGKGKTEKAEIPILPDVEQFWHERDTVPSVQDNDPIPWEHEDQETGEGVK
MITF inh = human MITF inhibition, primary screen | 0.91% of 650,000 active | AlphaScreen MITF homodimerization, bead proximity signal | AID 1259374 | inhibition, % at 2.6 µM | O75030; in the data active = inhibition above about 50%;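 also: 0% = vehicle wells with protein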
Target sequence (O75030 whole entry, looked up): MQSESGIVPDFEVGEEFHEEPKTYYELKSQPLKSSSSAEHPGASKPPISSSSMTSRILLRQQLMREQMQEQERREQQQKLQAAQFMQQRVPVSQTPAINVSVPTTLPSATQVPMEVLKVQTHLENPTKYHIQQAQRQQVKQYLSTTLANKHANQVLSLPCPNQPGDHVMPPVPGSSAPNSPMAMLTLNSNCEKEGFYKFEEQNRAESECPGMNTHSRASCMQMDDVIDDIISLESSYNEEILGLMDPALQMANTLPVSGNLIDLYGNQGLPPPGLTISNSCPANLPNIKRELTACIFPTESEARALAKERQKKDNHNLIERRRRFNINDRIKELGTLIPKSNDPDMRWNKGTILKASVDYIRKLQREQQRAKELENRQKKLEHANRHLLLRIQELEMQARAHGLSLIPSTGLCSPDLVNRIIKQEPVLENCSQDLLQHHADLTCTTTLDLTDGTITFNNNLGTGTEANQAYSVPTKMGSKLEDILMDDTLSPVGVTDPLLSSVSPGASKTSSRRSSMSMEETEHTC
FBW7 activator = human FBW7 E3 ligase activation, primary screen. 0.13% of 650,000 active. Q969H0. AlphaScreen FBW7–phospho-cyclin E peptide binding, activator screen. AID 1259310. normalized activity (activation), % at 26.1 µM; in the data active = normalized activity above about 1.9%;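 also: purified mutant Fbw7 with reduced substrate affinity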
Starred values were filed as active, the others as inactive; · = no result given; & = joins results of further samples.

entry	SMILES	FBW7 activator	TEAD-YAP inh	MITF inh	GPR151 activ
1	COc1ccccc1N/N=C(/C(=O)NN)S(=O)(=O)c1ccc(C)cc1	0.1	-1	14	-0.4
2	Cc1cc(C)cc(Nc2ncnc3nc[nH]c23)c1	0.1	-12	-4	-0.4
3	COc1ccccc1C1(O)CCN(Cc2cccnc2)CC1	0.0	7	6	-0.3
4	O=C(Cc1ccc(-c2ccccc2)cc1)NCc1nc(-c2ccccc2)no1	-0.1	-17	17	1.6
5	CCOC(=O)N1CCN(Cc2cccc(Cl)c2)CC1	0.0	-1	42	0.6
6	O=C(CCC(=O)Nc1ccccc1Br)N/N=C/c1cc([N+](=O)[O-])ccc1O	-0.3	22	14	1.0
7	Cc1ccc(NS(=O)(=O)c2c(C)nc3sccn3c2=O)cc1Cl	0.0	-9	-3	-0.5
8	COc1ccc(CCNC(=O)c2cccc(-c3csc4ccccc34)n2)cc1	0.0	5	8	1.3
9	COc1cc(C(=O)Nc2ccc(S(=O)(=O)N3CCc4ccccc43)cc2)cc(OC)c1OC	0.8	17	-1	-1.6
10	O=C(COc1ccc(Cl)cc1Cl)Nc1cccc(-c2nc3ccccc3s2)c1	-0.2	-25	7	0.8
11	CCCNc1nc(Cl)nc(NCc2cccnc2)n1	0.0	3	10	-0.3
12	O=C(C1CC(c2ccc(F)cc2)=NO1)N1CCc2ccccc2C1 (stereo not given)	-0.1	-21	5	-0.3
13	CN1CCN(CC(O)CN2CCCC2=O)CC1 (stereo not given)	0.0	3	0	3.4
14	Cc1nc2ccc(S(=O)(=O)NCC(=O)NCCN3CCCCC3C)cc2s1 (stereo not given)	1.3	-1	-2	-0.1
15	CC(C(=O)Nc1ccc(Br)c(Cl)c1)N1C(=O)C2C3CCC(C3)C2C1=O (stereo not given)	0.0	-4	-13	-0.6
16	Cc1ccc2c(c1)N(CC(=O)NC1CCCC1)C(=O)c1cccnc1O2	0.7	-3	2	-2.1
17	Cc1ccc(CN2CCN3C(=O)[C@@H](CO)NC(=O)[C@H]3C2)s1	0.7	-8	8	-0.5
18	CN(C)CCn1c(SCC(N)=O)nc2c(sc3ccccc32)c1=O	0.0	-2	-10	-0.1
19	Cc1c(C(=O)NC(=O)Nc2ccccc2C(F)(F)F)c(Cl)nc(Cl)c1[N+](=O)[O-]	-0.1	12	16	0.6
20	CCCCOC(=O)C1=C(C)NC2=C(C(=O)CC(C)(C)C2)C1c1cccc(I)c1 (stereo not given)	-0.1	7	5	-0.8
21	O=C1CCCN2N=C(SCC(=O)Nc3nccs3)SC2=N1	-0.3	2	0	-1.4
22	CC(=O)c1sc2nsc(SCCN3CCOCC3)c2c1N	-0.7	-12	3	-1.0
23	COc1cc(S(=O)(=O)NCCCN2CCOCC2)ccc1-n1cnnn1	0.1	-1	2	-0.2
24	O=C1NC(=O)/C(=C/C(=O)N2CCCCCC2)S1	0.0	-6	-3	2.1
25	C=CCn1c(=O)c(C(=O)Nc2c(C)n(C)n(-c3ccccc3)c2=O)c(O)c2ccccc21	0.0	2	-1	0.8
26	CCOC(=O)c1cc2ccccc2[nH]1	-0.1	-7	-11	0.7
27	COc1ccc(-c2nc(NCc3nc4ccccc4[nH]3)c3ncn(-c4ccccc4)c3n2)cn1	-0.1	9	9	1.1
28	C#CCn1c(=NC(=O)c2cc3ccccc3oc2=O)sc2cc3c(cc21)OCCO3	0.5	0	7	0.5
29	CCOC(=O)N1CCC(n2c(SCC(=O)OCc3ccccc3)nc3ccsc3c2=O)CC1	0.0	5	4	-0.3
30	CC(=O)c1ccc(NC(=O)COC(=O)CCC2CCCC2)cc1	0.6	6	17	-0.2
31	CC1=C(C(=O)OCC2CCCO2)C(c2ccc(-c3ccccc3)cc2)C2=C(CCCC2=O)N1 (stereo not given)	0.2	4	-8	1.2
32	CCOc1ccccc1-n1c(SCC(N)=O)nnc1-c1cccnc1	0.0	-11	7	1.5
33	CCOc1ccc(CC(=O)Nc2ccc(I)cc2)cc1OCC	0.0	-5	6	6.0*
34	Cc1ccc2c(c1)-c1c(ssc1=S)C(C)(C)N2C(=O)CSc1nc2ccccc2o1	-0.3	-4	10	-1.0
35	CC(C)(C)NS(=O)(=O)c1cccc([N+](=O)[O-])c1	-0.1	1	6	-0.8
36	CCOC(=O)CN1C(=O)S/C(=C/c2ccc(Cl)s2)C1=O	-0.1	6	6	-0.6
37	O=C(O)c1ccc(NC(=O)C2CCCCC2)cc1	0.0	-17	-5	0.0
38	CC(C)(C)NC(=O)C(c1ccccn1)N(C(=O)c1csnn1)c1cccc2ccccc12 (stereo not given)	0.0	2	7	0.3
39	COc1ccccc1-n1c(CNC(=O)c2ccco2)nnc1SCC(=O)N1N=C(c2cccs2)CC1c1ccc(F)cc1 (stereo not given)	-0.1	12	4	-0.6
40	COc1ccccc1NC(=S)N(CCCN1CCOCC1)Cc1ccccn1	0.0	-9	-10	-0.5
41	O=C(Cn1cnc2scc(-c3ccccc3)c2c1=O)N1CCN(c2ccc(F)cc2)CC1	0.2	14	19	-0.2
42	CC(=O)c1ccc(C(=O)N2CCCC(CNS(=O)(=O)Cc3ccccc3)C2)s1 (stereo not given)	0.1	6	2	1.8
43	COc1cccc(NC(=O)c2sc3nc(C)n(C)c(=O)c3c2C)c1	-0.1	-23	-1	-2.9
44	O=C(CCN1C(=O)/C(=C\c2ccccc2Cl)SC1=S)N1CCCC1	-0.1	-4	2	-1.6
45	CCC(=O)C1=C(c2ccc(OC)cc2)N(C(=O)CC)n2cnnc2S1	-1.3	15	14	-2.0
46	COC(=O)[C@@H]1CCCN1Cc1ccc2c(c1)CN(Cc1ccc3nsnc3c1)CCO2	-0.1	3	3	0.0
47	O=[N+]([O-])c1ccc(N2CCN(Cc3ccccc3)CC2)c(S(=O)(=O)N2CCCC2)c1	-0.1	2	15	0.6
48	COc1cc2c(cc1OC)C(COc1ccc([N+](=O)[O-])cc1)N(C(=O)c1cc(OC)c(OC)c(OC)c1)CC2 (stereo not given)	0.1	3	6	-0.8
49	COCC(=O)NC1CCN(C(=O)Nc2ccc(Br)cc2)CC1	1.0	5	0	0.1
50	CCOC(=O)C1=C(C)NC2=C(C(=O)CCC2)C1c1coc2ccc(Cl)cc2c1=O (stereo not given)	2.3*	24	14	-0.5

Later entries.
entry	SMILES	FBW7 activator	TEAD-YAP inh	MITF inh	GPR151 activ
51	CC(CCc1ccccc1)NC(=O)CN1C(=O)c2ccccc2C1=O (stereo not given)	0.0	8	4	2.7
52	CC(=O)N1CCN(C(=O)c2cc3ccccc3o2)CC1	0.5	-1	14	-0.2
53	COc1ccc(OC)c(/C=C2\N=C(c3ccc(Cl)c(Cl)c3)OC2=O)c1	0.1	10	1	-0.6
54	CCCCC/C=C\C\C=C/C=C/C=C/[C@@H]1O[C@H]1CCCC(=O)OC	·	·	34	3.2
55	Cc1ccc(NC(=O)CSC2=NC(=O)C(Cc3ccccc3)C(=O)N2)cc1 (stereo not given)	-0.3	17	-7	11*
56	O=C(Nc1ccc(F)c(Cl)c1)c1cc(S(=O)(=O)N2CCc3ccccc3C2)ccc1F	0.0	-9	-3	3.9
57	COc1cccc2c1OC1(C)C(C(=O)N(C)C)C2NC(=S)N1c1ccc(F)cc1 (stereo not given)	0.0	-9	-13	0.5
58	CCOC(=O)c1cccc(C(=O)Nc2ncccn2)n1	-0.2	-6	3	0.4
59	CCN(CCN(C)C)C(=O)c1ccc2c(c1NCCO)C(=O)c1ccccc1C2=O	-0.3	-3	12	-0.5
60	Cc1nnc(SC(C)C(=O)Nc2cc(Cl)cc(Cl)c2)[nH]c1=O (stereo not given)	-0.2	-10	-7	-1.2
61	Cc1cccc(COc2ccc3c4c(c(=O)oc3c2)CCCC4)c1	-0.2	5	-9	-1.5
62	Cc1ccccc1Nc1nc(NCc2ccco2)c2ccccc2n1	-0.2	31	-4	-0.3
63	COc1ccc(NS(=O)(=O)c2ccc3c(c2)OCC(=O)N3)cc1	0.1	5	13	2.5
64	COc1cccc(C(=O)N2CCN(c3ccc([N+](=O)[O-])c(NC4CC4)c3)CC2)c1	0.0	14	16	-0.1
65	CC1(C)CC(=O)c2cc(OCC(=O)NC3CCCC3)ccc2O1	0.1	-19	1	-0.6
66	CNC(=S)NCCNc1nc2ccc(C)cc2cc1C#N	-0.1	-7	-4	0.8
67	c1ccc(CNc2cc(Nc3ccc(N4CCOCC4)cc3)ncn2)cc1	0.1	-20	18	-2.0
68	CCC(C)NC(=O)CSc1nc2n[nH]c(C)c2c(=N)n1-c1ccc(C)c(Cl)c1 (stereo not given)	0.1	-2	-7	0.2
69	N#Cc1ccc(NC(=O)N2CCC3(CC2)OCc2ccccc2O3)cc1	-0.4	4	-11	-1.1
70	O=C(CNc1ccc(Br)cc1)N/N=C/c1ccc(O)cc1O	0.1	16	11	0.0
71	COc1ccc(-c2nsc3c(N4CCCCC4C)ncnc23)cc1 (stereo not given)	0.2	93*	10	-0.6
72	COc1ccc(/C=C2N=C(/C=C/c3ccc(Cl)cc3)OC/2=O)cc1OC	0.0	4	12	1.0
73	CCOC(=O)C1=C(C)NC2=C(C(=O)CCC2)C1c1c(F)cccc1F (stereo not given)	-0.1	13	3	-0.1
74	Cc1cc2oc(=O)cc(CN3CCN(C)CC3)c2cc1C(C)C	0.1	-1	4	0.2
75	COc1cc2c(cc1OC)CN(Cc1cc(OC)c(OC)cc1[N+](=O)[O-])CC2	-0.1	19	11	-1.0
76	NC(=O)NS(=O)(=O)c1ccc(NC(=S)NC(=O)/C=C/c2ccc(F)cc2)cc1	0.0	0	5	-0.8
77	C=CCNC(=O)Cc1ccccc1OC	0.5	-2	14	-1.4
78	O=C(NCc1cccnc1)c1ccc2c(=O)n(-c3ccccc3)c(=S)[nH]c2c1	0.0	-7	-13	-1.1
79	Cc1cc(Br)c(O)c(C=NCCNC(=O)c2nonc2N)c1	0.0	-1	12	0.2
80	CCCCCn1c(SCc2cccc(Cl)c2)nc2cc(C(=O)N(CC)CC)ccc2c1=O	0.0	-12	-14	-0.5
81	COc1cc(Cl)cc(CN2CCN(Cc3ccccc3)C(CCO)C2)c1OC (stereo not given)	0.1	-1	-10	-0.2
82	COc1ccc(CN2C(=O)C3C(c4ccccc4)OC4(C(=O)c5ccccc5C4=O)C3C2=O)cc1 (stereo not given)	0.1	0	10	1.5
83	CCOc1ccc(C(=O)Nc2ccncc2)cc1	0.1	-9	7	0.7
84	Cc1ccc(/C=C2/SC(=Nc3ccccc3)N(Cc3ccccc3)C2=O)cc1	0.0	-11	2	0.4
85	O=C1CCCN1CCn1cnc2c(NCc3ccccc3)nc(-c3ccccc3)nc21	0.1	1	5	0.9
86	CCCSc1nc2sc3c(c2c(=O)n1-c1ccccc1)CC(C)(C)OC3	0.0	6	3	-0.2
87	CN=c1c([N+](=O)[O-])nn(-c2ccc(OC)cc2)n1O	0.2	8	22	-0.6
88	COc1cccc(C2CC(c3cccs3)=NN2C(=O)CSc2nnc(CNC(=O)c3cccs3)n2-c2ccc(F)cc2)c1OC (stereo not given)	0.3	5	8	-0.1
89	CC(C)C[C@H]1NC(=O)[C@H]2CN(Cc3ccccc3F)CCN2C1=O	0.0	3	16	-1.4
90	CC1CCc2c(oc3ccc(NS(=O)(=O)c4ccc(Br)cc4)cc23)C1 (stereo not given)	1.7	12	18	-0.2
91	Nc1ncnc2c1ncn2C1CC(O)C(CO)O1 (stereo not given)	0.2&0.1	2&6	21&8	-2.3&-0.8
92	CSc1nnc2c(n1)OC(c1cccc(Br)c1)Nc1ccccc1-2 (stereo not given)	0.4	11	7	-0.4
93	CC1CCCC(NC(=O)COC(=O)/C=C/c2ccco2)C1C (stereo not given)	-0.1	11	4	0.9
94	O=C(CCNC(=O)c1ccccc1)N=Nc1c(O)[nH]c2ccccc12	-0.2	-33	3	1.4
95	COc1ccccc1C1C2=C(CCCC2=O)Nc2nc(SC)nn21 (stereo not given)	0.2	8	17	1.4
96	O=C(CSc1ccc2nnc(-c3cccs3)n2n1)Nc1nccs1	-0.1	-2	6	0.0
97	Fc1cc(-c2nc(Nc3cccc(CN4CCOCC4)c3)ncc2F)cc(N2CCOCC2)c1	0.9	91*	15	-2.2
98	Cc1ccc(-n2c(=O)c(C#N)cc3c(=O)n4cccc(C)c4nc32)cc1C	0.8	5	-3	-0.3
99	COCCn1nnnc1C(C(C)C)N1CCN(c2cccc(C(F)(F)F)c2)CC1 (stereo not given)	-0.2	-3	-1	-0.4

No enrichment for hits. Share with any hit: about 3.4%.
